F508del corr – correctors of CFTR F508del function in bronchial epithelial cells; CFBE cells, YFP halide quenching; stimulated with forskolin plus potentiator P3; % fluorescence drop versus neutral controls; activity (quench increase), % at 7.58 µM; 350,000 tested, 0.36% active; AID 720511;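 active = mean added fluorescence quench of at least 8% versus neutral control, with both replicates also reaching 8%; inconclusive = only one of the mean or replicate conditions met; inactive = mean below 8% and not both replicates reaching 8%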;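 note: cells transiently co-express mutant CFTR-F508del with the halide-sensitive YFP; corrector assay measuring rescue of mutant channel to the surface after 24 h compound exposure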
DENV2 CPE rescue – protects cells from dengue virus 2 cytopathic effect; AID 651640; 350,000 tested, 1.7% active; DENV2-infected cells, cytopathic effect rescue, plate reader; CPE inhibition, % at 9.99 µM; in the data active = CPE inhibition above about 20%, passing the limit was not always enough; inconclusive = no clear call, values can overlap the other calls; tested in BHK-21 cells;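 note: 0% = median of neutral control wells and 100% = median of positive control wells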
SIRT5 inh – sirtuin-5 (human) deacylase inhibition | Q9NXA8 | Purified SirT5, succinyl-peptide AMC, trypsin-coupled fluorescence | inhibition, % at 15 µM | 330,000 tested, 1.1% active | AID 652115; in the data active = inhibition above about 15%; inconclusive = no clear call, values can overlap the other calls
Target sequence (Q9NXA8 whole entry, looked up): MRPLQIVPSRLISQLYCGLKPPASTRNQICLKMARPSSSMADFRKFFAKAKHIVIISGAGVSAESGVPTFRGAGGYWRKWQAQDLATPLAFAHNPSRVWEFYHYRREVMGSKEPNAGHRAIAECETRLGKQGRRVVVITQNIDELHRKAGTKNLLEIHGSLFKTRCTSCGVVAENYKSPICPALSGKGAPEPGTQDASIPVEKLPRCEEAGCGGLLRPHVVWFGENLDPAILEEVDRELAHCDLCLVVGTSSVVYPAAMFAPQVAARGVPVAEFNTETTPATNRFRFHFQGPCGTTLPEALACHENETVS
Casp6 inh – blocks human caspase-6 cleavage activity; P55212; purified caspase-6, Z-VEID-R110 cleavage fluorescence; inhibition, % at 12.5 µM; 350,000 tested, 0.53% active; AID 686996;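 active = mean inhibition across replicates at least about 35%, with every replicate also reaching that limit, limit read from the data; inconclusive = only one of the two criteria met; inactive = neither criterion met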;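 note: 0% = median of neutral control wells and 100% = no fluorescence left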
Target sequence (P55212 24-179 limits assumed): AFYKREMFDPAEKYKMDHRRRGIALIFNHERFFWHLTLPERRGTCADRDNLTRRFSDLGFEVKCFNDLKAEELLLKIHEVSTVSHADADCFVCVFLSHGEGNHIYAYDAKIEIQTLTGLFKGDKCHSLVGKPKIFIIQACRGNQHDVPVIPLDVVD
Target sequence (P55212 194-293 limits assumed): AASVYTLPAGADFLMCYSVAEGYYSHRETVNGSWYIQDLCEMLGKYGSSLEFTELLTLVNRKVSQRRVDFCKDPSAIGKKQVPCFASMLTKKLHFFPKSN
ERp5 inh – ERp5 (human) disulfide isomerase inhibition. Q15084. ERp5 insulin aggregation, absorbance 650 nm, 90 min. inhibition, % at 9.99 µM. 350,000 tested, 0.05% active. AID 651711;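 active = mean replicate inhibition above about 25%, with every replicate also reaching it, limit read from the data, passing the limit was not always enough; inconclusive = only one of those two criteria met; inactive = neither criterion met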
Target sequence (Q15084 whole entry, looked up): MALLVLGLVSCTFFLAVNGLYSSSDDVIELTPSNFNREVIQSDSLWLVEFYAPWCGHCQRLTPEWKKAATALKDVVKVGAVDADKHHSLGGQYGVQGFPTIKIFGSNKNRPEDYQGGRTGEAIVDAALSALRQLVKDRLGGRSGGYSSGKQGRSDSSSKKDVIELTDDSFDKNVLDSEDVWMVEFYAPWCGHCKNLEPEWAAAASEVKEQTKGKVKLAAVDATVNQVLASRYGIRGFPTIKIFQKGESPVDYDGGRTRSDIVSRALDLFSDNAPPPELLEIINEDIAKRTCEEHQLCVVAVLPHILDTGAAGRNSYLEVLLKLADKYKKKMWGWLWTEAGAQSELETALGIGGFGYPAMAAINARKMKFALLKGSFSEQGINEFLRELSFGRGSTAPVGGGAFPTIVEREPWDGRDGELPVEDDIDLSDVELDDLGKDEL
ERAP1 inh – inhibitors of human ERAP1 aminopeptidase; Q9NZ08; recombinant ERAP1, Leu-AMC fluorescence, 60 min; inhibition, % at 10.7 µM; 340,000 tested, 0.15% active; AID 652197;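 active = mean replicate inhibition of at least 30%, or all replicates individually reaching that 30% level; inactive = mean below 30% and not every replicate reaching it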;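 note: 0% = neutral control wells and 100% = L-leucinethiol positive control wells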
miR122 inh – blocks miR-122 activity in Huh7 sensor cells; Huh7 miR-122 Renilla luciferase sensor, 48 h; neutral wells = 0, positive control = 100; activation (reporter increase), % at 12.5 µM; 340,000 tested, 0.3% active; AID 602342;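 active = mean replicate activation score at least 90 and every replicate individually at or above 90; inconclusive = only one of the two criteria met; inactive = neither criterion met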;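 note: higher luciferase means less miR-122 activity so hits act as miR-122 inhibitors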
* marks the source's active call; other numbers are inactive results; [ ] = dose if it differs, or a comment.

`CCCNC(=O)C[C@H]1CC[C@@H]2[C@@H](COc3ccc(NC(=O)NC(C)C)cc3C(=O)N2C)O1` gave F508del corr -1.2, DENV2 CPE rescue 2, SIRT5 inh -6, Casp6 inh -3, ERp5 inh -2, ERAP1 inh 1 and miR122 inh 17[16.7 µM].
Screening Cc1cccc(C(=O)NCC(=O)OC(C)C(=O)Nc2ccc(Cl)cn2)c1 (stereo not given) returned F508del corr -2.7, DENV2 CPE rescue -4, SIRT5 inh -1, Casp6 inh -5, ERp5 inh 2, ERAP1 inh 2 and miR122 inh -2.
`COc1ccc(N2CCN(C(=O)CS(=O)Cc3nc(-c4ccc(OC)c(OC)c4)oc3C)CC2)cc1` (stereo not given) gave F508del corr 1.5, DENV2 CPE rescue -9, SIRT5 inh 0, Casp6 inh 10, ERp5 inh -2, ERAP1 inh -1 and miR122 inh -1.
For O=C(Nc1ccc2c(c1)CCCN2C(=O)c1ccccc1)c1ccccc1 the results were F508del corr 0.0, DENV2 CPE rescue 2, SIRT5 inh -1, Casp6 inh -5, ERp5 inh 3 and ERAP1 inh -1.
For Cc1csc(SCC(=O)Nc2cc(F)ccc2C)n1 the results were F508del corr -4.4, DENV2 CPE rescue -5, Casp6 inh -7, ERp5 inh -1, ERAP1 inh -2 and miR122 inh -5.
Screening O=C(C[C@@H]1C[C@H]2c3cc(NC(=O)Nc4ccccc4)ccc3O[C@H]2[C@H](CO)O1)NCC(F)(F)F returned F508del corr 0.0, DENV2 CPE rescue 2, SIRT5 inh -4, Casp6 inh 1, ERp5 inh -2, ERAP1 inh -1 and miR122 inh 22[16.7 µM].
For COc1ccc(Nc2nc3c([nH]2)c(=O)[nH]c(=O)n3C)cc1 the results were DENV2 CPE rescue 9, SIRT5 inh 0, Casp6 inh 3, ERp5 inh -6 and ERAP1 inh 15.
For Cc1ccccc1CNC(=O)c1ccc2nc(N3CCOCC3)sc2c1 the results were F508del corr 0.2, DENV2 CPE rescue 10, Casp6 inh 0, ERp5 inh -4, ERAP1 inh -2 and miR122 inh 41.
COc1ccc(C(=O)OCC(=O)Nc2sccc2C(N)=O)cc1[N+](=O)[O-] was read as F508del corr 0.9, DENV2 CPE rescue 3, SIRT5 inh 0, Casp6 inh 2, ERp5 inh 3, ERAP1 inh -6 and miR122 inh -5.
Screening CN1C(=O)/C(=C\c2cc(Br)cs2)c2ccccc21 returned F508del corr 0.0, DENV2 CPE rescue -5, SIRT5 inh -5, Casp6 inh 1, ERp5 inh 2 and ERAP1 inh -1.
OC(Cc1cccnc1)c1ccccc1 (stereo not given) was read as F508del corr -3.8, DENV2 CPE rescue -3, SIRT5 inh -1, Casp6 inh 0, ERp5 inh 0 and ERAP1 inh 0.
COc1ccccc1-c1ccc([C@@H]2[C@H](CO)N(C(C)=O)C23CN(C(C)=O)C3)cc1 was read as F508del corr -1.1, DENV2 CPE rescue 28*, SIRT5 inh -1, Casp6 inh 1, ERp5 inh -3 and ERAP1 inh -2.
For Cc1c2cnn(-c3ccccc3)c(=O)c2c(C)n1CCCC(=O)N1CCN(C2CCCCC2)CC1 the results were F508del corr 1.5, DENV2 CPE rescue 0, SIRT5 inh -1, Casp6 inh -1, ERp5 inh 2, ERAP1 inh 1 and miR122 inh -5.
`O=C(COc1ccccc1)N/N=C/c1ccc(O[C@@H]2O[C@H](CO)[C@@H](O)[C@H](O)[C@H]2O)cc1` gave DENV2 CPE rescue 0, SIRT5 inh 1, Casp6 inh 1, ERp5 inh -6 and ERAP1 inh -5.
Screening Cc1ccc(S(=O)(=O)NC(C)CCc2ccccc2)cc1C(N)=O (stereo not given) returned F508del corr 1.6, DENV2 CPE rescue -2, SIRT5 inh 3, Casp6 inh -1, ERp5 inh 2, ERAP1 inh -2 and miR122 inh 1.
C[C@H](CO)N1C[C@H](C)[C@H](CN(C)S(C)(=O)=O)Oc2ccc(NC(=O)CCC(F)(F)F)cc2CC1=O was read as F508del corr -0.4, DENV2 CPE rescue 14, SIRT5 inh 2, Casp6 inh -3, ERp5 inh -2, ERAP1 inh 2 and miR122 inh -9[16.7 µM].
CCc1ccc(OCC(=O)N/N=C/c2ccc(OS(=O)(=O)c3ccc(C)cc3)c(OC)c2)cc1 was read as F508del corr -4.8, DENV2 CPE rescue 6, SIRT5 inh -1, Casp6 inh -2, ERp5 inh 5, ERAP1 inh 0 and miR122 inh -7.
O=C(C1CCC1)N1CC2(C1)[C@@H](c1ccccc1)[C@H](CO)N2C(=O)CC1CC1 was read as F508del corr 2.8, DENV2 CPE rescue 8, SIRT5 inh 0, Casp6 inh -1, ERp5 inh -1 and ERAP1 inh 0.
`O=C(O)c1ccccc1NC(=O)C1CCN(S(=O)(=O)c2cccc3nsnc23)CC1` gave F508del corr -1.4, DENV2 CPE rescue 9, SIRT5 inh 2, Casp6 inh 0, ERp5 inh 6 and ERAP1 inh 1.
For COc1ccc2sc(N(CCCN(C)C)C(=O)c3ccc(S(=O)(=O)N4CCCC4)cc3)nc2c1 the results were F508del corr -0.8, DENV2 CPE rescue 4, SIRT5 inh -4, Casp6 inh -1, ERp5 inh -2, ERAP1 inh -2 and miR122 inh -8.

Filtered by structure, the entries above with a thiophene ring, fused or not (2)
COc1ccc(C(=O)OCC(=O)Nc2sccc2C(N)=O)cc1[N+](=O)[O-] was read as F508del corr 0.9, DENV2 CPE rescue 3, SIRT5 inh 0, Casp6 inh 2, ERp5 inh 3, ERAP1 inh -6 and miR122 inh -5.
Screening CN1C(=O)/C(=C\c2cc(Br)cs2)c2ccccc21 returned F508del corr 0.0, DENV2 CPE rescue -5, SIRT5 inh -5, Casp6 inh 1, ERp5 inh 2 and ERAP1 inh -1.

Following part.
`CC1C(=O)N(Cc2cn(CC3CCCCC3)nn2)CCS(=O)(=O)N1Cc1ccc(-c2ccc(F)nc2)cc1` (stereo not given) gave F508del corr -2.6, DENV2 CPE rescue 2, SIRT5 inh -4, Casp6 inh 2, ERp5 inh 5, ERAP1 inh 3 and miR122 inh 1.
Screening Cc1cccc(NC(=O)C2c3ccccc3Oc3ccccc32)n1 returned DENV2 CPE rescue inconclusive, SIRT5 inh -1, Casp6 inh 2, ERp5 inh 5 and ERAP1 inh 13.
C[C@H](NC(=O)C[C@H]1C[C@H]2c3cc(NC(=O)Cc4ccncc4)ccc3O[C@H]2[C@@H](CO)O1)c1ccccc1 was read as F508del corr -1.5, DENV2 CPE rescue -7, SIRT5 inh -1, Casp6 inh -2, ERp5 inh 0, ERAP1 inh 6 and miR122 inh 6[16.7 µM].
For Cc1ccc2[nH]c(CN3CCC(CO)(CC4CCCCO4)CC3)c(C)c2c1 (stereo not given) the results were F508del corr -2.3, DENV2 CPE rescue 2, SIRT5 inh 3, Casp6 inh -2, ERp5 inh 1, ERAP1 inh 3 and miR122 inh -1.
Screening CC(C)NC(=O)N(C)C[C@H]1Oc2ccc(NS(=O)(=O)c3cccs3)cc2CC(=O)N([C@@H](C)CO)C[C@H]1C returned F508del corr -4.5, DENV2 CPE rescue -9, SIRT5 inh -2, Casp6 inh 0, ERp5 inh -5, ERAP1 inh 2 and miR122 inh -3[16.7 µM].
`c1ccc2c(c1)c1c(c3ccccc32)CN2CCCC2C1` (stereo not given) gave F508del corr -2.1, DENV2 CPE rescue -9, SIRT5 inh -6, Casp6 inh -3, ERp5 inh -3 and ERAP1 inh 1.
Screening OC(c1ccc(F)cc1)c1nc(-c2cnc3ccccc3c2)cs1 (stereo not given) returned F508del corr -1.0, DENV2 CPE rescue -6, Casp6 inh 1, ERp5 inh 5, ERAP1 inh 2 and miR122 inh 0.
`O=c1[nH][nH]c(-c2ccccc2)c1C=Nc1ccc(C(F)(F)F)cc1` gave F508del corr -1.1, DENV2 CPE rescue 10, SIRT5 inh 0, Casp6 inh -1, ERp5 inh -1, ERAP1 inh 0 and miR122 inh 9.
Screening O=C(c1cccs1)N1C[C@H](n2cc(-c3ccc(F)cc3)nn2)[C@@H](O)C[C@@H]1c1ccc(Cl)cc1 returned F508del corr 0.8, DENV2 CPE rescue -8, SIRT5 inh -5, Casp6 inh 1, ERp5 inh 8, ERAP1 inh -3 and miR122 inh 6.
`COc1ccc(N=C2CCS(=O)(=O)c3sccc32)cc1` gave F508del corr -2.3, DENV2 CPE rescue -3, SIRT5 inh 0, Casp6 inh 6, ERp5 inh 3 and ERAP1 inh 2.
`CCNC(=O)C[C@H]1CC[C@H]2[C@@H](COC[C@H](O)CN2C(=O)C2CCCC2)O1` gave F508del corr -0.9, DENV2 CPE rescue 5, SIRT5 inh 0, Casp6 inh -2, ERp5 inh 2, ERAP1 inh 1 and miR122 inh -3[16.7 µM].
COc1ccc(-c2cc(C(=O)NCCN3CCOCC3)c3cc(C(C)C)ccc3n2)cc1 was read as F508del corr 1.6, DENV2 CPE rescue -4, SIRT5 inh -4, Casp6 inh 0, ERp5 inh -3, ERAP1 inh 2 and miR122 inh 6.
Screening O=C(Cc1ccccn1)c1ccncc1 returned F508del corr -1.7, DENV2 CPE rescue 8, Casp6 inh -2, ERp5 inh 7 and ERAP1 inh -3.
`CC(=O)OCCC(C)C` gave F508del corr -0.3, DENV2 CPE rescue 14, Casp6 inh 3, ERp5 inh -1 and miR122 inh -2.
For CN(C)S(=O)(=O)N(CC(=O)N1CCOCC1)c1ccccc1 the results were F508del corr -0.8, DENV2 CPE rescue -5, SIRT5 inh 0, Casp6 inh -2, ERp5 inh -8, ERAP1 inh 8 and miR122 inh 4.
For CN1CCN(C(=S)C(=O)NCc2ccccc2)CC1 the results were F508del corr 0.1, DENV2 CPE rescue 0, SIRT5 inh -2, Casp6 inh 15, ERp5 inh 5 and ERAP1 inh 1.
CCOC(=O)c1c(C)[nH]c(C)c1C(=O)COC(=O)c1nc2nccc(C)n2n1 was read as F508del corr -1.2, DENV2 CPE rescue -3, SIRT5 inh -2, Casp6 inh -1, ERp5 inh 1, ERAP1 inh 4 and miR122 inh -6.
For CCC(=O)Nc1ccc2c(c1)OC[C@@H](C)N(C(C)=O)C[C@@H](C)[C@@H](OC)CN(C)C2=O the results were F508del corr -0.3, DENV2 CPE rescue 24*, SIRT5 inh -3, Casp6 inh 4, ERp5 inh 7, ERAP1 inh 0 and miR122 inh -11[16.7 µM].
Screening N#CCCn1cc(C(=O)O)c(-c2cc3ccccc3o2)n1 returned F508del corr -0.9, SIRT5 inh -4, Casp6 inh -3, ERp5 inh -11, ERAP1 inh -1 and miR122 inh 1.
CCCCn1c(=O)c(CCC(=O)OCC(=O)NC(=O)NCCOC)nc2ccccc21 was read as F508del corr -0.9, SIRT5 inh -8, Casp6 inh 2, ERp5 inh -2 and ERAP1 inh 0.
Screening Cc1ccc(-c2cccc(C3CC=CC4C3C(=O)N(Cc3ccccc3)C4c3cc(C)ccc3F)c2)cc1 (stereo not given) returned F508del corr -1.5, DENV2 CPE rescue -10, Casp6 inh -1, ERp5 inh 12, ERAP1 inh -1 and miR122 inh 2.
For Cc1ccc(NC(=O)CSc2nc(C)c(C)c(C)n2)cc1S(=O)(=O)N1CCOCC1 the results were F508del corr -0.1, DENV2 CPE rescue -6, SIRT5 inh -1, Casp6 inh 5, ERp5 inh -10, ERAP1 inh -2 and miR122 inh 1.
For O=C(c1ccc2nc(Cc3ccccc3F)oc2c1)N1CCCC1 the results were F508del corr -1.5, DENV2 CPE rescue 7, SIRT5 inh -2, Casp6 inh 1, ERp5 inh 1, ERAP1 inh 0 and miR122 inh -3.
For C[C@@H]1CN([C@@H](C)CO)C(=O)c2cccc(NC(=O)C3CC3)c2O[C@H]1CN(C)S(=O)(=O)c1cn(C)cn1 the results were F508del corr -0.2, DENV2 CPE rescue 3, SIRT5 inh 1, Casp6 inh 2, ERp5 inh -4, ERAP1 inh 1 and miR122 inh 3[16.7 µM].

2 records picked at random from those above:
For Cc1ccc(NC(=O)CSc2nc(C)c(C)c(C)n2)cc1S(=O)(=O)N1CCOCC1 the results were F508del corr -0.1, DENV2 CPE rescue -6, SIRT5 inh -1, Casp6 inh 5, ERp5 inh -10, ERAP1 inh -2 and miR122 inh 1.
For C[C@@H]1CN([C@@H](C)CO)C(=O)c2cccc(NC(=O)C3CC3)c2O[C@H]1CN(C)S(=O)(=O)c1cn(C)cn1 the results were F508del corr -0.2, DENV2 CPE rescue 3, SIRT5 inh 1, Casp6 inh 2, ERp5 inh -4, ERAP1 inh 1 and miR122 inh 3[16.7 µM].

Screening data: PubChem, Broad Institute
